# Screens from PubChem.
# Ins promoter up – MIN6 insulin promoter up-regulation; MIN6 insulin promoter-GFP reporter, high-content imaging; hits give high values; z-score at 5 µM; hit rate 0.3% among 190,000;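 active = z-score above 3 at 5 µM with at least 500 cells counted in the well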
# WT yeast gro inh – growth inhibition of WT yeast, mitochondrial fusion screen; mitochondrial fusion phenotypic screen, WT strain; inhibition, % at 10 µM; hit rate 2.1% among 190,000; in the data active = inhibition above about 58%; tested in S. cerevisiae
# NOD2 inhibition – inhibition of NOD2-driven NF-kB reporter – cell-based, luminescence, uHTS, HEK293 (AID 1566); HEK293 NOD2/NF-kB luciferase reporter, luminescence; higher % means a stronger effect; hit rate 0.63% among 290,000; one-dose inhibition, % at 4 µM; EC50 in µM for titrated hits; in the data active = inhibition above about 50%; also: many of its hits are not listed in these tables
# Hep lipid drop – hepatic lipid droplet formation modulation; AML12 mouse hepatocytes, oleate lipid droplets, BODIPY imaging; inhibition, % at 6.5 µM; hit rate 0.4% among 240,000;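 active = lipid droplet intensity inhibited by at least 50%, with more than 500 cells counted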
#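 Technique: fluorescence imaging, 20x objective, two fields per well / Assay system: AML12 hepatocytes (mouse) / Measure: % inhibition of lipid droplet signal / Doses: 6.5 µM single-point dosing / Incubation: overnight exposure / Reagent: 100 µM oleic acid challenge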
# Dynein cargo inh – blocks dynein driven cargo transport along microtubules. 3617.4 mouse cells, GR-EGFP nuclear translocation imaging; test concentration mostly 20 µM; stimulated with dexamethasone, 1 µM; hits give low values. hit rate 0.47% among 220,000. AID 1381. z-score, hits read low;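 active = plate z-score of nuclear minus cytoplasmic receptor signal below a set negative limit, without overly bright fluorescence or cell loss, cut at about -3.5 in these data, passing the limit was not always enough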;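 also: z-score of nuclear minus cytoplasmic ring GR-EGFP intensity difference per well; some compounds called inactive have numbers as strong as hits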
#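 medium = tetracycline-free induction medium containing charcoal-stripped FBS | probe or stimulus = dexamethasone, 1.0 µM final | timing = 48 h induction, then 1 h compound, then 30 min agonist, 37 °C | detection = automated 10x imaging of fixed Hoechst-stained cells | read-out basis = nuclear versus cytoplasmic GR-EGFP signal, averaged per well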
# bCat nuc transl – alters nuclear translocation of beta-catenin in HeLa cells; immunofluorescence imaging; nuclear translocation activity, % at 5 µM; hit rate 0.3% among 190,000; AID 1665;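 active = nuclear translocation activity above 50% at 5 µM, with a well cell count of 50 or more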;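 also: per-cell ratio of nuclear to cytoplasmic median beta-catenin stain intensity; plate controls were DMSO negative control for no effect and GSK-3 inhibitor IX positive control for full effect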
#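 Test system: human HeLa cells, native beta-catenin. Compound dosing: 5 µM primary single dose, 0.1% DMSO, 0.02–20 µM confirmation series. Incubation: compound exposure 24 h at 37°C. Detection: beta-catenin immunostaining with DAPI counterstain, 20x imaging, 6 fields/well. Read-out basis: Nuclear/cytoplasmic beta-catenin signal ratio, % activation.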
# Yfh1-off respiration – mitochondrial function rescue without frataxin homolog – Friedreich's ataxia, plus single-dose screen, dose response (AID 1465); S. cerevisiae Yfh1-off respiration, WST-1 reduction, 72 h; higher fold induction means a stronger effect; fold induction at 50 µM; hits with a dose series show EC50 in µM; hit rate 0.074% among 220,000;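 active = fold induction of absorbance versus untreated yeast above a set limit, then at least 30% activation at any dose in follow-up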;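 also: activators that raise dye reduction in frataxin-depleted yeast; strong numbers were not always called active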
# MT stabilizer – microtubule stabilizers in HeLa cells; HeLa tubulin immunostaining HCS, 24 h; share of cells brighter than vehicle mean+2SD; % tubulin-high responders, % at 10 µM; hit rate 0.83% among 200,000; AID 2205;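 active = plate Z-score above 3 for both tubulin-high and condensed-nucleus cell shares, with cell loss under 80%, at 10 µM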;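 also: anti alpha tubulin signal scored within the nucleus-defined area of each cell; some results filed as inactive read as strong as hits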
# Autophagy mod – alters autophagy in cells; MEF GFP-LC3 puncta imaging; test concentration mostly 10 µM; hit rate 0.98% among 190,000; calls only at 10 µM (by protocol); AID 463193;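 active = percentage of spot-positive cells more than 3 SD above its plate mean, without a fluorescence outlier flag or 80% toxicity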;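 also: spot-positive cell cutoff set from DMSO-treated cells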
# WT yeast gro inh mutant strain – recorded beside WT yeast gro inh, whose call it bears; inhibition, %; mitochondrial fusion phenotypic screen, mutant strain inhibition
# Dynein cargo inh cytoplasmic EGFP – second read-out of Dynein cargo inh, no call of its own (marks repeat the call); z-score; measured here: cytoplasmic GR-EGFP intensity; hits give high values
# Dynein cargo inh nuclear GR-EGFP – second read-out of Dynein cargo inh, no call of its own (marks repeat the call); z-score; measured here: nuclear GR-EGFP intensity;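 lower value marks the stronger effect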
# Dynein cargo inh cell count – also measured in Dynein cargo inh; calls as there; z-score; measured here: cell count per field
# Ins promoter up cell count – recorded beside Ins promoter up, whose call it bears; cell count; measured here: cytotoxicity, nuclei count;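 total cells summed across four imaged fields per well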
# Hep lipid drop cells 6.5 µM – recorded beside Hep lipid drop, whose call it bears; cell count; measured here: cell count, cytotoxicity flag;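 cells counted across two imaged fields per well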
# bCat nuc transl cell count 5 µM – recorded beside bCat nuc transl, whose call it bears; cell count; measured here: cell count, cytotoxicity flag
# MT stabilizer Hoechst-high % – further read-out of MT stabilizer, marked with its call; % Hoechst-high responders; measured here: nuclear condensation Hoechst responders;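 share of cells brighter than vehicle mean plus two SD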
# MT stabilizer cytotoxicity % – recorded beside MT stabilizer, whose call it bears; toxicity, %; measured here: cytotoxicity by cell density;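 0% = mean cell density of plate MIN control wells and 100% = no cells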
# Autophagy mod cell loss 18 h – second read-out of Autophagy mod, no call of its own (marks repeat the call); toxicity, %; measured here: cell loss, nuclei count;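 cell loss after 18 h compound exposure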
# * hit, by the source's call; i = inactive; x = no result given. This is a subset; count on the stated rates, not on these rows.
SMILES,Ins promoter up,Ins promoter up cell count,WT yeast gro inh,WT yeast gro inh mutant strain,NOD2 inhibition,Hep lipid drop,Hep lipid drop cells 6.5 µM,Dynein cargo inh,Dynein cargo inh cytoplasmic EGFP,Dynein cargo inh nuclear GR-EGFP,Dynein cargo inh cell count,bCat nuc transl,bCat nuc transl cell count 5 µM,Yfh1-off respiration,MT stabilizer,MT stabilizer Hoechst-high %,MT stabilizer cytotoxicity %,Autophagy mod,Autophagy mod cell loss 18 h
COC(=O)c1ccccc1NC(=O)C1CCCN(S(=O)(=O)c2ccc(F)cc2)C1 (stereo not drawn),0.87,1567,-15,-13,x,-2,614,-0.78,-0.25,-0.48,0.68,-0.7,1038,i,2.7,1.4,4.7,i,2
CCNC(=O)NC(=O)C(C)OC(=O)C1CCN(S(=O)(=O)c2ccccc2F)CC1 (stereo not drawn),x,x,-13,-5,5%,9,599,-0.65,-0.31,-0.59,0.95,0.0,972,i,3.2,3.1,9.5,i,-3
Cc1noc(C)c1COC(=O)/C=C/c1ccc(Cl)cc1,1,1215,19,2,8%,14,679,0.15,-0.21,-0.32,0.38,-1.4,1083,i,4.2,2.8,7.8,i,2
Cc1noc(C)c1CSc1ccccc1C(=O)Nc1nccs1,x,x,21,11,-16%,x,x,-0.71,-0.19,-0.28,0.66,x,x,i,1.6,1.5,5.7,i,9
COc1ccccc1N1CCN(C(=O)c2ccc(Br)s2)CC1,0.18,1022,7,-13,2%,x,x,1.2,0.0023,0.79,-0.66,-0.2,1182,i,3.4,2.9,5.3,i,1
COc1ccccc1N1CCN(C(=O)CN(C2CCCCC2)S(C)(=O)=O)CC1,-0.03,1409,2,11,16%,-11,707,1.4,-0.14,0.92,-1.6,2.6,1003,i,2.8,1.8,1.4,i,18
CCNC(=O)COC(=O)CCC(=O)c1ccc(F)cc1,0.22,1049,x,x,16%,6,697,-0.31,-0.18,0.34,-0.15,0.0,1279,i,x,x,x,x,x
N#C/C(=C(/O)CN1CCOCC1)c1nc(-c2ccccc2)cs1,0.59,1085,8,26,-4%,x,x,0.76,-0.11,0.7,-0.16,-1.0,1196,i,3.1,2.1,2.0,i,4
COc1cc(Cl)cc(C2NC(=O)NC(C)=C2C(=O)NCc2ccccc2)c1O (stereo not drawn),x,x,-1,-9,3%,6,770,-0.18,-0.23,-0.28,-0.43,x,x,i,2.3,1.7,5.6,i,2
CC(OC(=O)c1snc(C(=O)NC2CCCCC2)c1N)C(=O)NC1CCCCC1 (stereo not drawn),x,x,-6,-14,26%,-23,731,1.8,0.093,1,-2.8,5.5,430,i,2.6,3.0,2.2,i,30
Nc1ccc(C(=O)NCc2ccccc2)cc1,0.67,1579,1,3,-12%,14,660,0.8,-0.28,0.39,0.055,-3.6,1299,i,1.3,1.3,8.9,i,9
COc1cc(C2C(C(=O)c3ccco3)=C(O)C(=O)N2CCc2ccccc2)ccc1O (stereo not drawn),-0.27,1757,0,-6,-1%,3,622,-1.2,-0.25,0.18,0.87,-1.7,1090,i,4.8,3.0,7.2,i,22
C=CCNc1nc(Nc2ccc(OC)cc2)nc(OC)n1,-0.07,1725,5,1,-3%,-1,625,-0.33,-0.35,-0.06,0.65,0.1,1025,i,1.6,1.4,4.1,i,-20
Cc1cc(C)cc(NC(=O)Nc2cc(-c3ccccc3)nn2C)c1,-0.02,993,x,x,-20%,22,707,-0.96,-0.1,-0.19,1.8,-0.6,1300,i,x,x,x,x,x
COC(=O)CCCC1=CC2=CC(=O)C(C)(OC(=O)c3cccs3)C(=O)C2=CN1C1CCCCC1 (stereo not drawn),2.2,621,x,x,-6%,x,x,-1.3,-0.84,-0.42,1.3,3.2,940,i,x,x,x,x,x
CC1=CC(C)(C)N(C(=O)CCl)c2cc(C)ccc21,-0.05,1375,-29,-20,-4%,-12,698,-0.84,-0.24,-0.25,1.2,1.1,1066,i,2.7,2.8,12,i,13
CC(=O)CC1(OC(C)=O)C(=O)N(C)c2ccccc21 (stereo not drawn),0.1,1382,23,20,31%,4,669,1.7,-0.1,0.55,-1.2,-2.9,1020,i,2.2,1.6,2.9,i,4
O=C(CN1CCCCC1)N/N=C/c1ccccc1OCc1ccccc1,-0.15,1277,-9,-8,10%,14,755,-0.37,-0.27,-0.54,0.55,x,x,i,2.3,2.7,3.7,i,3
CCOC(=O)N1CCN(C(=O)c2ccc3c(=O)n(Cc4ccc(OC)cc4)c(=S)[nH]c3c2)CC1,x,x,18,5,6%,2,747,0.92,-0.29,0.82,0.084,-1.4,1177,x,1.9,1.5,36,i,6
COc1cccc(NC(=O)Cn2cc3c(n2)CCCCC3)c1,0.94,950,0,-1,5%,x,x,-0.49,-0.3,-0.16,0.72,x,x,i,2.3,4.4,5.8,i,7
CC(C)NC(=S)NC1(C)CCS(=O)(=O)C1 (stereo not drawn),0.27,1528,-17,-3,13%,4,672,-0.55,-0.23,-0.24,0.62,-2.1,1122,i,3.2,3.7,11,i,3
Cc1ccc(Oc2ccc(Cl)cc2N)cc1,0.17,1263,7,-4,8%,-3,677,-0.47,-0.27,0.15,-0.024,2.0,1084,i,7.6,3.3,4.4,i,-8
Cn1c(C(=O)N2CCN(C(=O)c3ccco3)CC2)cc2c(=O)n3ccccc3nc21,2,1444,-1,-6,12%,10,718,-0.75,-0.26,-0.77,0.43,x,x,i,4.3,1.7,4.7,i,0
COc1ccc(-c2n[nH]c(=S)n2/N=C/C=C/c2ccccc2OC)cc1,-0.08,1470,-7,-12,-7%,2,628,0.61,-0.27,0.42,-0.5,3.1,1062,i,7.4,11,6.5,i,-9
COC(=O)c1ccc(NC(=O)CSCc2ccccc2)cc1,-0.34,894,24,16,-15%,x,x,0.68,-0.34,-0.026,0.32,x,x,i,1.0,2.8,17,i,1
O=C1CCCN1CCCNC(=S)Nc1ccc(Nc2ccccc2)cc1,-0.23,1608,-11,-7,16%,0,658,-0.52,-0.35,0.14,0.76,-3.2,1009,i,3.1,1.2,7.3,i,-5
COC(=O)c1sc2nc(C)cc(-c3ccccc3)c2c1N,x,x,-2,1,12%,16,674,-0.48,-0.2,-0.15,0.1,-2.0,1079,i,4.8,1.8,6.5,i,-44
C=CCNC(=O)c1nn2cccnc2c1Cl,-0.13,1235,2,6,12%,10,744,-0.45,-0.18,0.057,-0.11,-1.2,1071,i,1.1,0.6,27,i,3
CCOc1cccc(/C=N/NC(=S)Nc2ccccc2[N+](=O)[O-])c1O,-1.3,1493,17,13,65%*,0,565,-0.25,0.67,0.32,-0.57,1.2,1100,i,7.1,1.9,11,i,26
COC(=O)c1c(O)cc(C(C)(C)C)n(-c2ccccc2)c1=O,0.06,1304,13,-9,20%,0,678,0.48,-0.34,-0.056,0.45,-2.2,518,i,4.9,1.7,4.2,i,4
Nc1c(C(=O)N/N=C/c2ccc(F)cc2)oc2nc(-c3ccccc3)cc(-c3ccco3)c12,2,911,x,x,-6%,-2,689,-4.1,14,0.3,0.34,1.2,1371,i,x,x,x,x,x
O=C(c1cccnc1NCc1ccc(F)cc1)N1CCOCC1,1.2,1081,10,0,-6%,x,x,-0.099,-0.25,0.52,0.94,-8.8,981,i,3.6,2.1,9.6,i,-6
CC1(C(=O)NC(=S)N(CCC#N)Cc2cccnc2)CC1(Cl)Cl (stereo not drawn),-0.22,1228,-5,-11,12%,-1,722,0.67,-0.25,0.6,-0.89,0.2,1058,i,2.0,2.1,6.7,i,5
CC[C@H](C)[C@H](NC(=O)[C@H](Cc1ccc(O)cc1)NC(=O)[C@@H](N)C(C)C)C(=O)N[C@@H](Cc1cnc[nH]1)C(=O)N1CCC[C@H]1C(=O)N[C@@H](Cc1ccccc1)C(=O)O,x,x,-3,-10,18%,-5,731,0.56,-0.29,0.48,0.33,-2.6,665,i,3.2,2.6,3.8,i,3
COC(=O)CC1C(=O)NCCN1Cc1cn(-c2ccc(C)cc2)nc1-c1cccc(C)c1 (stereo not drawn),x,x,-1,-4,-14%,-20,771,0.89,0.098,1,-1.7,1.3,962,i,4.5,2.5,5.1,i,18
CCOC(=O)C1CCN(c2cc(C)nc3cc(-c4cccc(F)c4)nn23)CC1,0.45,1065,-2,10,-12%,-11,690,0.73,-0.2,1.1,0.51,0.9,952,i,1.8,0.8,15,i,1
C/C(=N\NC(=O)C(N)=O)c1ccc(Br)cc1,0,1333,8,-14,6%,0,732,0.4,-0.21,-0.12,-0.94,x,x,i,6.3,2.0,9.4,i,-7
Cc1ccc(NC(=O)CSc2nnc3n2CCCCC3)cc1,-0.15,1577,-11,3,14%,10,615,-0.27,-0.18,-0.29,0.49,-4.4,1166,i,5.7,2.5,7.3,i,8
